Shiga toxin inh = inhibitors of Shiga toxin in Vero cells | inhibition, % at 38.7 µM | hit rate 9.2% among 290,000 | Vero cells, Shiga toxin protein synthesis inhibition reporter | AID 2315; in the data active = inhibition mostly above about 28%, no sharp cut-off; inactive = mostly below about 43%; note: 0% is about no effect
Pf growth 96h = inhibits malaria parasite growth, 96 h; P. falciparum luciferase reporter growth, 96 h; Potency, µM (highest dose often 28.7 µM), inactives show top-dose activity change, negative = inhibition, usual class: inhibitors; hit rate 6.9% among 320,000; AID 504834; note: potency is the fitted concentration of half-maximal effect; % is set by controls: 0 for no effect and ±100 for the full control effect
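P. falciparum expressing integrated firefly luciferase grown in erythrocytes (2% hematocrit, 0.05% parasitemia final) with compounds for 96 hours at 37 C, 5% CO2. Growth inhibition read as loss of luminescence after adding luciferase detection reagent.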
Tb PYK inh = blocks Trypanosoma brucei pyruvate kinase. Q57TT1. Potency, µM (titrated, usually from 76.8 µM), inactives show at the highest dose activity, negative = inhibition, most hits filed as inhibitors. AID 624173. TbPYK enzyme, Kinase-Glo Plus ATP luminescence, 45 min. hit rate 0.12% among 410,000; note: potency is the fitted concentration of half-maximal effect; % is set by controls: 0 for no effect and ±100 for the full control effect; nearly all actives have a fitted effect of over 50% in size
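In this concentration-response screen, enzyme-free wells defined baseline while DMSO plates tracked drift. Each reaction combined TbPYK, substrate, compound and 130 uM ADP for 45 min at room temperature. Kinase-Glo Plus luminescence gave the signal.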
Cycloheximide cs = counter-screen hit for Shiga toxin inhibitors, cycloheximide; cell reporter, cycloheximide protein synthesis inhibition counterscreen; max response, %; hit rate 12% among 300,000; in the data active = max response mostly above about 13%, no sharp cut-off; inactive = mostly below about 14%; note: read at 38.3 µM for the half of the compounds with a filed dose; 0% is about no effect
AmpC inh no detg = AmpC beta-lactamase inhibition without detergent; Potency, µM (series often up to 57.1 µM), for inactives: at the highest dose activity change, negative = inhibition, most hits filed as inhibitors; P00811; AmpC nitrocefin hydrolysis, absorbance 480 nm, 0.0001% Triton; hit rate 0.52% among 330,000;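 note: potency is the fitted concentration of half-maximal effect; plate controls were no compound for no effect and no enzyme for full effect; nearly all actives have a fitted effect of over 20% in size; some results filed as inactive show a strong effect at the top dose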
Target sequence (P00811 whole entry, looked up): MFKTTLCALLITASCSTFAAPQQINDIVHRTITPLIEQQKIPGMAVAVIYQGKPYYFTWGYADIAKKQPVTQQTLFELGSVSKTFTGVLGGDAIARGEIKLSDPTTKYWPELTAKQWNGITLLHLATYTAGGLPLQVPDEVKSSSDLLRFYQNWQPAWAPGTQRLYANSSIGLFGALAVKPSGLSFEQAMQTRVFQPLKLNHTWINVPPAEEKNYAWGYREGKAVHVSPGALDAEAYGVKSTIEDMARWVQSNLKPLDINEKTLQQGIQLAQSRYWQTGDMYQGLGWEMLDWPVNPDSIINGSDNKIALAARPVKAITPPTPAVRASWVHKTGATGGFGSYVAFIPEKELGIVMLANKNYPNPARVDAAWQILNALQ
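AmpC (5.3 nM in the dispensed reagent) in 20 mM phosphate pH 7.0 with 0.01% (detergent screen) or 0.0001% Triton X-100 was preincubated with compounds for 15 min at room temperature. Nitrocefin was then added from an 800 uM solution, and hydrolysis was followed at 480 nm.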
Pf growth 48h = P. falciparum growth inhibition at 48 hours (one generation); P. falciparum luciferase growth in erythrocytes, 48 h; Potency, µM (titrated, usually from 28.7 µM), for the others: at the highest dose activity change, negative = inhibition, most hits filed as inhibitors; hit rate 5.9% among 310,000; AID 504832; note: potency is the fitted concentration of half-maximal effect; % is set by controls: 0 for no effect and ±100 for the full control effect
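In quantitative HTS format, infected erythrocytes bearing luciferase-reporter parasites were treated for a single generation at 37 C. Luminescence after adding detection reagent served as the growth measure.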
LmPK inhibitor = LmPK (Leishmania mexicana) enzyme inhibition. Q27686. purified LmPK, Kinase-Glo ATP luminescence, 1 h. Potency, µM (highest dose often 57.5 µM), for the others: top-dose activity change, negative = inhibition, hits mostly inhibitors. hit rate 0.37% among 290,000; note: potency is the fitted concentration of half-maximal effect; % is set by controls: 0 for no effect and ±100 for the full control effect
Target sequence (Q27686 whole entry, looked up): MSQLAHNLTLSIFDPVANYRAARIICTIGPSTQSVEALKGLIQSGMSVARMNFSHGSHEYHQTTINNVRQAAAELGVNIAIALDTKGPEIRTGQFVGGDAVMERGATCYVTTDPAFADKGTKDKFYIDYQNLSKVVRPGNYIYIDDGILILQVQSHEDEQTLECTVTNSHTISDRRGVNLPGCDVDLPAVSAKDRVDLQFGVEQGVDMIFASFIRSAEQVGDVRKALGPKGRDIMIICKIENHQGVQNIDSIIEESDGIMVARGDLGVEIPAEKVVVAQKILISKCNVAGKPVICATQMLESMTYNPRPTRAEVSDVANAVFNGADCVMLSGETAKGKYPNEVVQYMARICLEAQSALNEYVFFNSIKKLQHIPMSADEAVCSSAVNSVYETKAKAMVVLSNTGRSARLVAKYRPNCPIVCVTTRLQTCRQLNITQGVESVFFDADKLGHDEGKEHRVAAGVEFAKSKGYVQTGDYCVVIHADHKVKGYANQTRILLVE
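ATP generated from ADP (0.1 mM) and PEP (0.5 mM) by 0.1 nM LmPK over 1 h at room temperature (pH 7.2 imidazole buffer) was detected by coupled luciferase luminescence. Values were normalized to uninhibited and no-enzyme wells.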
* marks the source's active call; other numbers are inactive results; ? = inconclusive; / = not tested or not shown; & = joins results of further samples; [ ] = remark or other dose. Unless noted, calls come from the whole dose curve; as a rule, active = well fitted curve in the direction sought with a large enough effect; inconclusive = small, poorly fitted or top-dose-only effect, or another doubt; inactive = no such curve, though single readings can be large; an effect the other way counts as inactive or inconclusive.

The first eleven compounds as a preview:
SMILES	Shiga toxin inh	Pf growth 96h	Tb PYK inh	Cycloheximide cs	AmpC inh no detg	Pf growth 48h	LmPK inhibitor
Cc1cc2nc(N3CCN(C(=O)c4cccs4)CC3)sc2cc1C	/	17%	4%	/	-16%	9%	/
CCCCCC(=O)NNC(=O)Cc1ccc([N+](=O)[O-])cc1	-1	5%	-1%	9	-13%	25%	8%
CCC(C)Nc1nc(OCC(F)(F)F)nc(OCC(F)(F)F)n1 (stereo not drawn)	-11	/	-2%	-2	-16%	34%[activator]	-8%
Cc1ccc2c(c1)cc(CN(Cc1ccco1)C(=O)COc1ccccc1)c1nnnn12	65*	-20%[5.75 µM]	-10%	26*	-17%	?	5%
CCCCCC1CC(/C(C)=N/NC(N)=O)OC1=O (stereo not drawn)	-4	-6%	-5%	-5	-15%	/	1%
C/C(=N/NS(=O)(=O)c1ccc(Br)cc1)c1c[nH]c2ccccc12	-9	-29%	-3%	6	-50%	20%	1%
COc1ccc(Oc2cccc(Cl)c2CNC(=O)CCCC(=O)O)cc1	-5	5%	-1%	-2	-12%	106%[activator]	4%
CC1(C)Cc2cccc(OCC(O)CN3CCN(c4ccccn4)CC3)c2O1 (stereo not drawn)	-5	?	-6%	-3	78%[activator]	12µM*	-1%
COc1ccccc1N(C)S(=O)(=O)c1ccc(C(=O)OCC(=O)NCc2cccs2)cc1	-3	-22%	2%	1	-4%	-14%	1%
Cc1cccc(CNc2ccc(C(CC(N)=O)NC(=O)c3ccccc3)cc2[N+](=O)[O-])c1 (stereo not drawn)	-4	?	2%	-3	-47%	?	5%
CCCn1cc(SCC(=O)NCc2ccco2)c2ccccc21	16	6.6µM*	-16%	9	-19%	2.1µM*	-2%

All compounds of this part, from the first entry:
SMILES	Shiga toxin inh	Pf growth 96h	Tb PYK inh	Cycloheximide cs	AmpC inh no detg	Pf growth 48h	LmPK inhibitor
Cc1cc2nc(N3CCN(C(=O)c4cccs4)CC3)sc2cc1C	/	17%	4%	/	-16%	9%	/
CCCCCC(=O)NNC(=O)Cc1ccc([N+](=O)[O-])cc1	-1	5%	-1%	9	-13%	25%	8%
CCC(C)Nc1nc(OCC(F)(F)F)nc(OCC(F)(F)F)n1 (stereo not drawn)	-11	/	-2%	-2	-16%	34%[activator]	-8%
Cc1ccc2c(c1)cc(CN(Cc1ccco1)C(=O)COc1ccccc1)c1nnnn12	65*	-20%[5.75 µM]	-10%	26*	-17%	?	5%
CCCCCC1CC(/C(C)=N/NC(N)=O)OC1=O (stereo not drawn)	-4	-6%	-5%	-5	-15%	/	1%
C/C(=N/NS(=O)(=O)c1ccc(Br)cc1)c1c[nH]c2ccccc12	-9	-29%	-3%	6	-50%	20%	1%
COc1ccc(Oc2cccc(Cl)c2CNC(=O)CCCC(=O)O)cc1	-5	5%	-1%	-2	-12%	106%[activator]	4%
CC1(C)Cc2cccc(OCC(O)CN3CCN(c4ccccn4)CC3)c2O1 (stereo not drawn)	-5	?	-6%	-3	78%[activator]	12µM*	-1%
COc1ccccc1N(C)S(=O)(=O)c1ccc(C(=O)OCC(=O)NCc2cccs2)cc1	-3	-22%	2%	1	-4%	-14%	1%
Cc1cccc(CNc2ccc(C(CC(N)=O)NC(=O)c3ccccc3)cc2[N+](=O)[O-])c1 (stereo not drawn)	-4	?	2%	-3	-47%	?	5%
CCCn1cc(SCC(=O)NCc2ccco2)c2ccccc21	16	6.6µM*	-16%	9	-19%	2.1µM*	-2%
Cc1ccc(OCCOc2ccc(Br)cc2/C=N\NC(N)=O)cc1	-7	11%	3%	-1	-49%	-20%	-1%
CC(C)(C)OC(=O)N[C@H](Cc1ccccc1)C(=O)N1CCC(C(=O)O)CC1	-4	9%[5.75 µM]	7%	-1	-6%	10%	-2%
CCN(C(=O)CSc1ccc2c(c1)OCCO2)C1CCS(=O)(=O)C1 (stereo not drawn)	10	?	-11%	-4	-10%	16%	-2%
CC(=O)C1C2c3ccccc3O[C@@]1(C)N=c1s/c(=C/c3ccoc3)c(=O)n12 (stereo partly drawn)	5	?	-15%	-1	-14%	?	7%
O=C(CSc1nnc(Cn2cnc3ccccc32)o1)Nc1cccc2ccccc12	-7	?	-9%	-3	-30%	-5%	0%
CN(C)/C=C1/C(=O)Nc2ccccc21	-7	46%[activator]	-4%	-2	-13%	7%	0%
COc1cccc(NC(=O)CSc2ncc(S(=O)(=O)c3ccccc3)c(=O)[nH]2)c1	-17	-7%	2%	0	-29%	1%	-1%
CC(C)CCN1CCC(N)=NC1=O	-4	8%	4%	15	-14%	33%[activator]	-4%
O=C(NCC(O)c1ccc([N+](=O)[O-])cc1)c1cccc(S(=O)(=O)N2CCCC2)c1 (stereo not drawn)	7	-12%	1%	2	-8%	-21%	-3%
Cc1ccc(SCC(=O)OCC(=O)N(C)CC(=O)Nc2ccc(F)cc2)cc1	/	44%[activator]	1%	/	11%	21%	/
O=C(Cn1c(=O)oc2ccccc21)c1ccccc1	17	40%[activator]	-10%	-2	-21%	21%	-3%
CCOc1cc(/C=C2\C(=N)N3N=C(CC)SC3=NC2=O)ccc1OCCOc1ccc(NC(C)=O)cc1	-7	2.6µM*	-3%	1	-18%	?	9%
CCCN1CCCC2Cc3nc(N)ncc3CC21 (stereo not drawn)	/	12µM*	3%	/	/	-5%	/
O=C(O)CCn1cc(C=C2C(=O)NC(=S)NC2=O)c(-c2ccccc2)n1	13	-17%	?	1	2%	5%	-2%
c1ccc(CC2CCN(Cc3nc(-c4ccccc4)no3)CC2)cc1	29	/	1%	15*	6%	?	3%
NCC(=O)CCC(=O)O	/	?	3%&0%	/	-5%	?	/
COc1cc(/C=N/NC(=O)c2ccccc2Cl)ccc1Oc1ccc([N+](=O)[O-])cn1	-3	?	-11%	-3	-35%	-18%	1%
Cc1nc2[nH]c(=O)c3c(n2n1)NC1=C(C(=O)CC(C)(C)C1)C3c1ccc(F)cc1 (stereo not drawn)	-3	-11%	2%	0	-12%	/	2%
C=CCn1c(NC(=O)c2ccccc2)nc2ccccc21	53*	12µM*	4%	43*	-28%	?	-5%
COc1ccc(OCc2cc(C(=O)N(C)Cc3cnccn3)no2)c(Cl)c1	78*	?	1%	46*	63%[activator]	69%[activator]	2%
C=CCn1c(NCCc2ccccc2)nc2c1c(=O)n(C)c(=O)n2C	13	-7%	0%	8	-9%	-13%	-1%
COc1ccc2c(c1)C=C(CN1CCN(Cc3ccccc3C)C(CCO)C1)CO2 (stereo not drawn)	-7	-6%	1%	-2	116%[activator]	-10%	-2%
O=C(Cc1cccs1)Nn1c(Cc2cccs2)nc2ccccc2c1=O	-6	-8%	-7%	-3	-53%	?	-2%
O=C(CSCc1ccccc1Cl)NCCSc1ccccn1	69	21%	-6%	21*	-14%	20%	1%
COc1ccc(CN2CCN(C)CC2)cc1OCc1ccccc1	14	/	8%	-1	-3%	-18%	-10%
Cc1cccc(OCc2nc3c4c(ncn3n2)-c2ccccc2CC42CCCC2)c1	-3	?	2%	4	-28%	-7%	4%
O=C(O)CC1C(=O)OCN1C(=O)OCc1ccccc1 (stereo not drawn)	-5	65%[activator]	7%	-3	-4%	?	-8%
Cc1ccc(CS(=O)Cc2ccc(C(=O)NC3CCC(C)CC3)o2)cc1 (stereo not drawn)	15	-2%	-2%	6	59%	-15%	-3%
Cc1ccc(NC(=O)c2ccn(C(=O)Nc3ccccc3)n2)c(C)c1	92*	10%	0%	43*	-14%	236%[activator]	0%
O=C1CC(c2ccccc2Cl)=NN(c2ncnc3ccccc23)C1=O	94*	-23%	2%	41*	-51%	0%	6%
COc1cc(OC)cc(C(=O)N[C@H](C(=O)OCC(=O)Nc2cccnc2Cl)C(C)C)c1	/	22%	-1%	/	-12%	6%	/
CCOc1ccc2nc(SCC(=O)N3c4ccccc4Sc4ccccc43)c(C#N)cc2c1	25	?	4%	-5	?	10µM*	0%
CC1Cc2ccccc2N1CC(=O)Nc1ccc(S(N)(=O)=O)cc1 (stereo not drawn)	-2	9%	4%	-1	-33%	-11%	0%
O=c1[nH]c(-c2ccccc2)c(-c2ccccc2)o1	18	1%	-11%	-3	-26%	/	-2%
Cc1cc(NS(=O)(=O)c2ccc(NC(=O)CCSc3ccc(F)cc3)cc2)nc(C)n1	26	67%[activator]	6%	9	-15%	96%[activator]	5%
COc1ccc(CNC(=O)C23CC4CC(CC(Br)(C4)C2)C3)cc1	4	24%	9%	-2	-19%	10%	-2%
N#Cc1c(C(F)(F)F)cc(-c2ccccc2Cl)[nH]c1=O	-6	22%	9%	2	-26%	4%	-4%
C=C1SC(=Nc2c(C)cc(C)cc2C)N(C(=O)c2sc3ccccc3c2Cl)C12CCCCC2	-3	1.7µM*	-4%	-3	-24%	?	8%
CN(C)CCNC(=O)c1coc(=O)c(Br)c1	-8	?	0%	1	-10%	-24%	2%
Next records follow:
SMILES	Shiga toxin inh	Pf growth 96h	Tb PYK inh	Cycloheximide cs	AmpC inh no detg	Pf growth 48h	LmPK inhibitor
Cc1cccc(C2=NN(c3ccccc3)[C@@H](C(=O)N3CCOC3=O)[C@@H]2c2ccc(F)cc2)c1	-3	/	8%	-4	-4%	/	/
Cc1ccc(Cl)cc1N1CCN(C(=O)CSc2nnc3n2C(C)(C)Cc2ccccc2-3)CC1	-4	?	?	-3	20%	?	-10%
Cc1ccc(CN2C(=O)CSC(C)C2=O)cc1 (stereo not drawn)	-9	2%	-2%	-4	-11%	-8%	8%
CCC(=O)Nc1nonc1-c1nc2ccccc2n1CC(C)C	-14	0%	1%	19	-17%	12%	-11%
COc1ccccc1NS(=O)(=O)c1cc(NC(=O)CCC2CCCC2)ccc1N1CCOCC1	10	?	4%	3	61%[activator]	?	-2%
CC(OC(=O)c1ccccc1C(=O)N(C)C1CCCCC1)C(=O)NC1(C#N)CCCCC1 (stereo not drawn)	/	?	7%	/	72%[activator]	?	/
Cc1cccc2sc(N(CCN(C)C)C(=O)/C=C/c3cccs3)nc12	-9	?	2%	-5	27%	?	0%
COc1ccc(-n2ncc3c(N4CCN(c5cc(C)ccc5C)CC4)ncnc32)cc1	-10	?	-3%	-3	-8%	/	-1%
Cc1cc(C)c(CN2CCN(C(=O)Cn3ccc(N)nc3=O)CC2)c(C)c1	/	5%	5%	/	-15%	-14%	/
COc1ccccc1NC(=S)NNC(=S)Nc1ccc(OC(F)F)cc1	25	22%	-7%	8	-26%	11%	0%
CC(C)CC(=O)N1CCN(C(=O)c2ccc(-c3ccccc3)cc2)CC1	-3	59%[activator]	-18%	-1	91%[activator]	-16%	-8%
